IDE act: IDE (human) activation, cell-based; 340,000 compounds, 0.073% hits; HEK cells, FAbeta-B cleavage, fluorescence polarization; 0% vehicle, 100% cell-free pure enzyme wells; P14735; AID 493087; activation, % at 5.96 µM;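 active means activation above the mean of all tested compounds plus 3 SD, set per screening campaign, cut at about 17% in these data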
Target sequence (P14735 whole entry, looked up): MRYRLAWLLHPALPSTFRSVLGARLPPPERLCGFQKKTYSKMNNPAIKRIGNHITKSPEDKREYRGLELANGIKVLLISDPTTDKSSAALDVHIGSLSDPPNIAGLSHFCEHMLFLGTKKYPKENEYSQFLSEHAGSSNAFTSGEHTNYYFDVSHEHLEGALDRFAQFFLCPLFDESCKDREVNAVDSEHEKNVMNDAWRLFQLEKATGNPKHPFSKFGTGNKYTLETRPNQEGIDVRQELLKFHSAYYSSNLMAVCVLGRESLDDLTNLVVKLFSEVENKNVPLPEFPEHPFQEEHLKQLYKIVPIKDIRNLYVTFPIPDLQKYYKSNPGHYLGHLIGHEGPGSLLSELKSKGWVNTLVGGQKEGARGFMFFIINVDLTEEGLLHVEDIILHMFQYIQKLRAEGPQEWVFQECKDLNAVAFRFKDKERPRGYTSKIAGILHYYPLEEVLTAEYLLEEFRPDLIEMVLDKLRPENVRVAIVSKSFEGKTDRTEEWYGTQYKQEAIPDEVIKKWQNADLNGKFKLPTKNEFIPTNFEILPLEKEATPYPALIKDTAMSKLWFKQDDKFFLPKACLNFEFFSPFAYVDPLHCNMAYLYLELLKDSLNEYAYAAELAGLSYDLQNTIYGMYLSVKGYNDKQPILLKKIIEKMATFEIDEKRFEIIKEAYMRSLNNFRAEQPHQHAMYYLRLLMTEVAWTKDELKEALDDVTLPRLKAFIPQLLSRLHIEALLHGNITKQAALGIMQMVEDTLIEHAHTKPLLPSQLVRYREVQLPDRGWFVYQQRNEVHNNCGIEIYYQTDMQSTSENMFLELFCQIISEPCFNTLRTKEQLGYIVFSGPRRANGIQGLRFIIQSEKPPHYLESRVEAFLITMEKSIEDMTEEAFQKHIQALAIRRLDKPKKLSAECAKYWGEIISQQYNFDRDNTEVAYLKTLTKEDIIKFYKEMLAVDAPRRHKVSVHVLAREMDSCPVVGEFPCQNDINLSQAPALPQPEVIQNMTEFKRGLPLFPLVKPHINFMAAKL
IDE inh: cellular human IDE inhibition; 320,000 compounds, 0.41% hits; inhibition, % at 5.59 µM; P14735; HEK cells, FAbetaB cleavage, fluorescence polarization;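 active means percent inhibition above the average of all tested compounds plus 3 SD, set per screening campaign, cut at about 16% in these data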;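 further: IDE supplied by intact live HEK cells; FP after avidin binding of uncleaved biotin substrate so inhibition keeps polarization high; 0% = DMSO wells and 100% = 60 µM reference IDE inhibitor Ii1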
Active calls of the source: *. The list is partial, so the mix of outcomes need not match the whole.

Under each structure: IDE act	IDE inh
O=C(CN1C(=O)c2ccccc2S1(=O)=O)Nc1ccccn1
 : 0	5
CN(C)CCn1c2c(c(SCC(=O)Nc3cccc4ccccc34)nc1=O)CCC2
 : 5	2
O=C(c1cccc(S(=O)(=O)N2CCN(c3ccc(F)cc3)CC2)c1)N1CCCCCCC1
 : -4	0
COC(=O)c1ccccc1S(=O)(=O)NNC(=O)c1nn(C)c(=O)c2ccccc12
 : 4	6
CCc1ccc(OCC(=O)OCC(=O)NC2CCCC(C)C2C)cc1 (stereo unspecified)
 : 2	1
CC(=O)CSc1ccc(S(=O)(=O)N2CCN(C)CC2)cn1
 : 0	-5
Cc1cc(=O)oc2cc(OCC(=O)N3CCN(c4ccccc4)CC3)ccc12
 : -4	2
CCCCN(C(=O)C(C)(C)Oc1ccc(Cl)cc1)c1c(N)n(CCC)c(=O)[nH]c1=O
 : -1	-1
COc1cc(OC)cc(-c2sc3ccc(OC)cc3c2C#CC(C)(C)O)c1
 : 3	-1
COc1ccc(N2CCN(S(=O)(=O)CCNC(=O)c3ccco3)CC2)cc1
 : 4	0
COc1ccc(C(=O)Nc2cc3c4c(c2)CC(=O)N4CCC3)cc1
 : 1	6
c1ccc(NC2=NCCN2CC2CCCCCC2)cc1
 : 2	2
Cc1c(Cl)cccc1NC(=O)CNC(=O)Cc1n[nH]c(=O)c2ccccc12
 : 5	1
COc1cccc(N2CCN(CC(=O)Nc3ccc(S(=O)(=O)N4CCCCCC4)cc3)CC2)c1
 : 4	2
COc1ccccc1NC(=O)COC(=O)CCC1CCCC1
 : 4	5
CCCCn1c(N)c(N(CCOC)C(=O)CSCC(=O)Nc2cccc(C)c2)c(=O)[nH]c1=O
 : 3	-3
Cc1ccccc1C(=O)Nc1cc(S(=O)(=O)N2CCOCC2)ccc1N1CCN(C)CC1
 : 0	-3
Cc1cccc(C(=O)OCC(=O)N(CC(C)C)c2c(N)n(Cc3ccccc3)c(=O)[nH]c2=O)c1O
 : -1	0
Cc1ccc(S(=O)(=O)NCC(=O)OCCOc2ccc(Br)cc2)cc1
 : 9	-2
CCN1C(=O)[C@@H]2[C@@H](c3ccc(-c4ccc(F)cc4)cc3)N3CCC[C@@]3(C(=O)OC)[C@@H]2C1=O
 : -5	0
COC(=O)c1cc(C(=O)OCC(=O)NCc2cccs2)cc([N+](=O)[O-])c1
 : 5	-2
Nc1ccc(C#Cc2ccc3oc4ccccc4c(=O)c3c2)cc1
 : -2	-1
COc1cc(/C=N/NC(=O)CNS(=O)(=O)c2ccc(C)cc2)cc(OC)c1OC
 : 7	7
O=C(COC(=O)Cc1ccc(F)cc1)NC1CCCCC1
 : 4	4
Cc1cnc(C(=O)OCC(=O)Nc2cccc(S(=O)(=O)N3CCOCC3)c2)cn1
 : 2	4
CCN1C(=O)C(=O)N(CC(=O)Nc2cc(C)ccc2C)C1=O
 : -2	1
Cc1nn(-c2ccc(C(=O)N3CCN(S(=O)(=O)c4ccccc4C(F)(F)F)CC3)cc2)c(C)c1Cl
 : 5	-3
CN(CC(=O)Nc1ccc(F)c(F)c1F)C(=O)CC1OC(=O)c2ccccc21 (stereo unspecified)
 : 7	-10
CC1(C)Cc2cccc(OCC(=O)OCC(=O)Nc3ccc(C(N)=O)cc3)c2O1
 : 4	1
O=C(COC(=O)c1cc(Cl)ccc1O)NCCC1=CCCCC1
 : 0	-4

A section from further up, as a working copy:
Under each structure: IDE act	IDE inh
O=C(CN1C(=O)c2ccccc2S1(=O)=O)Nc1ccccn1
 : 0	5
CN(C)CCn1c2c(c(SCC(=O)Nc3cccc4ccccc34)nc1=O)CCC2
 : 5	2
O=C(c1cccc(S(=O)(=O)N2CCN(c3ccc(F)cc3)CC2)c1)N1CCCCCCC1
 : -4	0
COC(=O)c1ccccc1S(=O)(=O)NNC(=O)c1nn(C)c(=O)c2ccccc12
 : 4	6
CCc1ccc(OCC(=O)OCC(=O)NC2CCCC(C)C2C)cc1 (stereo unspecified)
 : 2	1
CC(=O)CSc1ccc(S(=O)(=O)N2CCN(C)CC2)cn1
 : 0	-5
Cc1cc(=O)oc2cc(OCC(=O)N3CCN(c4ccccc4)CC3)ccc12
 : -4	2
CCCCN(C(=O)C(C)(C)Oc1ccc(Cl)cc1)c1c(N)n(CCC)c(=O)[nH]c1=O
 : -1	-1
COc1cc(OC)cc(-c2sc3ccc(OC)cc3c2C#CC(C)(C)O)c1
 : 3	-1
COc1ccc(N2CCN(S(=O)(=O)CCNC(=O)c3ccco3)CC2)cc1
 : 4	0
COc1ccc(C(=O)Nc2cc3c4c(c2)CC(=O)N4CCC3)cc1
 : 1	6
c1ccc(NC2=NCCN2CC2CCCCCC2)cc1
 : 2	2
Cc1c(Cl)cccc1NC(=O)CNC(=O)Cc1n[nH]c(=O)c2ccccc12
 : 5	1

Further structures
Under each structure: IDE act	IDE inh
CC(OC(=O)CNC(=O)c1ccco1)C(=O)Nc1ccc(Cl)cn1 (stereo unspecified)
 : 3	-3
CC(C)C[C@@]12C(=O)N(c3cccc(Cl)c3)C(=O)N1[C@H](c1ccc(F)cc1)[C@@H]1C(=O)N(C3CCCCC3)C(=O)[C@@H]12
 : -2	-6
CC(C)Oc1ccc(S(=O)(=O)N2CCOCC2)cc1NC(=O)Cc1c(F)cccc1Cl
 : 3	0
CC(OC(=O)CCCN=C1NS(=O)(=O)c2ccccc21)C(=O)Nc1ccccc1F (stereo unspecified)
 : 3	6
CCCCn1c(N)c(N(CCOC)C(=O)CSCc2ccc(Cl)c(Cl)c2)c(=O)[nH]c1=O
 : -1	1
O=C(NCCS(=O)(=O)NCCc1ccccc1)c1ccc2c(c1)OCO2
 : 4	-4
COCCOc1ccc(C(F)(F)F)cc1NC(=O)CN1C(=O)NC2(CCc3ccccc32)C1=O (stereo unspecified)
 : 2	-2
Cc1ccc(C)c(OCCC(=O)Nc2ccc(S(=O)(=O)N3CCCC3)cc2)c1
 : 2	5
COCCN1C(=O)N[C@@H](c2cccc(F)c2)C(C(C)=O)=C1C
 : 1	6
CCOC(=O)c1ccc(S(=O)(=O)N2CCN(C(=O)C3CSC4(C)CCC(=O)N34)CC2)cc1 (stereo unspecified)
 : 3	-2
Cc1cccc(Nc2nnc(SCC(=O)c3c(N)n(C4CC4)c(=O)[nH]c3=O)s2)c1
 : -1	-3
O=C(COC(=O)C1CCN(c2ccc(C(F)(F)F)cn2)CC1)NCc1ccccc1
 : 3	2
Cc1nn(Cc2ccccc2)c(C)c1C(=O)NCC(c1cccs1)N1CCOCC1 (stereo unspecified)
 : 2	2
c1ccc2[nH]cnc2c1
 : -4	3
O=C(COc1cccc(Br)c1)Nc1ccc(Cl)c(S(=O)(=O)N2CCOCC2)c1
 : -4	5
COc1ccccc1CNC(=O)C(Cc1ccccc1)NC(=O)c1ccccc1 (stereo unspecified)
 : 4	-4
COc1ccc(Br)cc1CN(C)C(=O)c1ccccc1OCc1c(C)noc1C
 : 4	4
O=C(CCc1nc2ccccc2c(=O)[nH]1)Nc1cccc(S(=O)(=O)N2CCOCC2)c1
 : 0	0
Cc1ccc(S(=O)(=O)N2CCCCC2)cc1NC(=O)c1cc(F)c(F)c(F)c1F
 : 0	7
COc1ccc(C(=O)N(C)Cc2cnn(Cc3ccccc3)c2)cc1S(=O)(=O)N1CCOCC1
 : 7	-3
O=C(NCC(=O)N1CCN(S(=O)(=O)c2ccccc2F)CC1)c1ccc2ccccc2c1
 : -2	7
Cc1ccc(OCCC(=O)OCC(=O)NNC(=O)c2ccccc2)cc1
 : 1	4
CCCCCCCCCCCCCC(=O)O
 : -2	1
CCOc1cc2c(cc1OCC)CN(C(=O)c1cccc(S(=O)(=O)N3CCCC3)c1)CC2
 : 4	-4
O=C(NCC(=O)N1CCCCCCC1)c1ccccc1Cl
 : -5	2
O=C(c1ccco1)N1CCN(C(=O)c2ccccc2OCc2ccc(Cl)cc2)CC1
 : -3	2
CC(OC(=O)Cc1c(F)cccc1Cl)C(=O)NC1CCCCC1C (stereo unspecified)
 : 0	-3
CCN(CC)S(=O)(=O)c1cc(NC(=S)NC(=O)C2CCCC2)ccc1C
 : -1	0
CN1C(=O)[C@H]2[C@@H](/C=C/c3ccccc3)N3C(=O)CN(Cc4ccc(-c5ccccc5)cc4)C(=O)[C@@]3(C)[C@H]2C1=O
 : 2	5
CCn1cc(-c2ccccc2)c(C(=O)O)c1-c1ccc(OC)cc1
 : 5	5
COc1ccc(C2c3c(oc4ccccc4c3=O)C(=O)N2CCN2CCOCC2)cc1OC (stereo unspecified)
 : 1	-1
C=CC[C@@H](CC(=O)N[C@@H](CO)Cc1ccccc1)C(=O)NCCOC(=O)[C@@H](CC=C)Cc1ccc(F)cc1
 : 6	3
C#CCOCCOCCOCCNc1nc(N2CCN(C(=O)CCCCCCCCCCNC(=O)[C@@H](CCSC)n3cc(CCO)nn3)CC2)nc(N2CCN(C(=O)CCCCCCCCCCNC(=O)[C@H](CCC(=O)O)n3cc(CCCCCN)nn3)CC2)n1
 : 4	9
CC1CCN(S(=O)(=O)c2cc(C(=O)NC3(C)CCS(=O)(=O)C3)ccc2Br)CC1 (stereo unspecified)
 : 7	-1
O=C(CNC(=O)c1cccc(-n2cnnn2)c1)Nc1ccc(F)c(F)c1
 : 2	-6
CC1CCN(C(=O)COC(=O)c2ccc3ccccc3n2)CC1
 : -2	1
COC(=O)[C@H](CC(C)C)NS(=O)(=O)N[C@@H](CC(C)C)C(=O)OC
 : -4	4
O=C(c1cccs1)N1CCN(c2nc3c(F)cc(F)cc3s2)CC1
 : -6	4
CCN(CC(=O)Nc1ccccc1OC)Cc1csc(CC(=O)Nc2ccc(C)cc2)n1
 : 2	1
CC(=O)Nc1ccc(C(=O)CN2C(=O)NC3(CCOc4ccccc43)C2=O)c(F)c1 (stereo unspecified)
 : -1	2
Cc1cc(C(=O)COC(=O)c2ccccc2O)c(C)n1CC1CCCO1 (stereo unspecified)
 : 4	1
COC(=O)CCC(=O)N(CCN(Cc1ccccc1)C(=O)CCC(=O)OC)Cc1ccccc1
 : 1	5
COc1ccc(OC)c(-c2nnc3n2N=C(c2ccc(OC)c(OC4CCCC4)c2)CS3)c1
 : 1	6
CC(=O)c1cc(F)ccc1OCC(=O)Nc1ccc2c(c1)OCO2
 : 0	0
COc1cc2c(cc1OC)CN(C(=O)CN1C(=O)NC3(CCC(C)CC3)C1=O)CC2 (stereo unspecified)
 : 5	-6
CC(CNC(=O)CN1C(=O)C(=O)N(C2CCCC2)C1=O)c1ccccc1 (stereo unspecified)
 : 0	0
CC(C)(C)OC(=O)C[C@@H]1C/C=C\C[C@@H](CC(=O)N[C@H](CO)Cc2ccccc2)C(=O)NC[C@H](c2ccccc2)OC1=O
 : -2	7
O=C(COC(=O)C1CCCC1)Nc1ncc(Cl)cc1Cl
 : 2	4
O=S(=O)(c1ccc(OCc2ccc(Br)cc2)cc1)N1CCOCC1
 : 4	-2
O=C(c1ccc(Cl)c(S(=O)(=O)N2CCCC2)c1)N1CCCC(C(F)(F)F)C1 (stereo unspecified)
 : 4	5
O=C(OCC(=O)N1CCCC1=O)c1nc(Cl)ccc1Cl
 : 2	3
Cc1[nH]c2ccccc2c1C(=O)CSc1nnc(C2CC2)o1
 : 0	1
CC1(C)C(=O)NC(=O)N1Cc1ccccc1
 : -2	9
O=C(NCc1ccccn1)c1cccc(S(=O)(=O)NCc2ccccc2)c1
 : 2	10
O=C(Nc1scc(-c2ccc(Br)cc2)c1C(=O)O)c1ccccc1F
 : 5	-1
C=CCC[C@@H](Cc1ccc(F)cc1)C(=O)OC[C@H](C)NC(=O)[C@@H](CC=C)CC(=O)N[C@@H](CO)Cc1ccccc1
 : 4	-1
N#CC1(NC(=O)COC(=O)c2ccc(-c3ccc(O)cc3)cc2)CCCCC1
 : -1	11
CC(OC(=O)Cc1ccccc1[N+](=O)[O-])C(=O)NC(=O)NC1CCCCC1 (stereo unspecified)
 : -1	12
C/C(=N\OCC(=O)OCC(=O)NCc1ccccc1)c1ccc2c(c1)OCO2
 : 0	3
CC(OC(=O)CNC(=O)c1ccc2ccccc2c1)C(=O)N(C)C1CCCCC1 (stereo unspecified)
 : -1	3

The results go on.
Under each structure: IDE act	IDE inh
COc1ccc(NC(=O)CN(C)C(=O)c2cc(C)on2)cc1
 : 7	0
CCCC[C@@H]1CN=C(N)N1CC(C)(C)C
 : -5	2
Cc1ccc(NC(=O)COC(=O)c2c[nH]c3ccccc23)cc1C
 : 2	-6
O=C(CSc1n[nH]c(=O)n1C1CC1)Nc1ccc(OC(F)(F)F)cc1
 : 1	1
O=C(CN1CCN(C(=O)c2ccc(-c3nc4ccccc4s3)o2)CC1)Nc1ccc(F)cc1
 : 4	5
C[C@H](CO)N1C[C@H](C)[C@@H](CN(C)C(=O)NC2CCCCC2)Oc2c(NC(=O)C3CC3)cccc2C1=O
 : 8	0
Cc1ccsc1C(=O)OCC(=O)c1ccc(OC(F)F)cc1
 : 4	4
CCCCN(C(=O)c1ccc(-c2ccc(Cl)cc2)o1)c1c(N)n(CCCC)c(=O)[nH]c1=O
 : 2	0
CC(=O)Nc1nnc(CCS(=O)(=O)c2ccc(C)cc2)s1
 : 2	-4
CCOC(=O)[C@H]1[C@H]2COc3ccc(Cl)cc3[C@@H]2N2C(=O)CNC(=O)[C@@]12C
 : 1	-3
